CendR NRP1 mod: modulators of CendR peptide binding to NRP-1, primary screen, biochemical, fluorescence polarization, uHTS; Neuropilin-1 (Homo sapiens), O14786; FAM-RPARPAR peptide binding to NRP-1; inhibition, % at 25 µM; hit rate 0.85% among 360,000; AID 602438, 2012;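 active = inhibition or corrected inhibition above about 18%, plus a signal ratio from 0.5 to 1.5, limit read from the data, passing the limit was not always enough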; also: strong numbers were not always called active
SKN-1 block: suppressors of acrylamide-induced Pgst-4::GFP reporter in worms, primary screen, SKN-1 inhibitor project, whole organism, uHTS, GFP/RFP fluorescence ratio, strain VP596; C. elegans VP596 Pgst-4::GFP/RFP ratio, 24 h; inhibition, % at 21.8 µM; hit rate 0.49% among 360,000;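 active = interference check ratio from 0.5 to 1.5 plus GFP to RFP signal ratio inhibition reaching or exceeding a fixed threshold, cut at about 30% in these data, passing the limit was not always enough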; also: some compounds called inactive have numbers as strong as hits
STEP inh: STEP phosphatase inhibitors, primary screen, biochemical, fluorescence intensity, uHTS | Tyrosine-protein phosphatase non-receptor type 5 (Homo sapiens), P54829 | recombinant STEP, OMFP fluorogenic substrate | inhibition, % at 20 µM | hit rate 0.25% among 360,000;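 active = inhibition at 20 µM, scaled per plate between control wells, above about 37%, limit read from the data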;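 also: 0% = DMSO with enzyme and substrate and 100% = substrate only without enzyme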
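Material: STEP (striatal-enriched tyrosine phosphatase) enzyme, cell-free; Compound dosing: 20 µM single dose in 1% DMSO; Technique: fluorescence read at 480 nm ex / 540 nm em; Times: reaction 20 min, ambient temperature; Medium: 50 mM Bis-Tris pH 6.0 with 2.5 mM DTT and 0.005% Tween 20; Also added: OMFP at 25 µM.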
TbMetRS inhib: T. brucei MetRS inhibitors, primary screen, biochemical, luminescence | purified T. brucei MetRS, ATP depletion, Kinase-Glo luminescence | AID 624268, 2012 | hit rate 0.4% among 360,000 | inhibition, % at 11.9 µM;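 active = inhibition above a per-plate cutoff of the control wells' mean inhibition plus 3 SD, cut at about 5.5% in these data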;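 also: 0% = DMSO wells median and 100% = median of wells with control inhibitor compound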
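Material: parasite MetRS enzyme / Replication: singlicate, one well per compound / Signal: luminescence of leftover ATP / Schedule: 2 h aminoacylation at 25 °C after 15 min preincubation / Medium: HEPES-MgCl2-KCl buffer plus DTT, spermine, BSA, pyrophosphatase / Doses: 11.9 µM single point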
SUMO1 PPI mod: modulators of SUMO1 protein-protein interactions, primary screen, biochemical, uHTS | hit rate 0.33% among 360,000 | SUMO1 binding to a labelled peptide, TR-FRET, 1 h | inhibition, % at 20 µM | Small ubiquitin-related modifier 1 (Homo sapiens), P63165; in the data active = inhibition above about 37%
Scp1 inh: Scp-1 phosphatase inhibitors, primary screen, biochemical, colorimetric, uHTS; Carboxy-terminal domain RNA polymerase II polypeptide A small phosphatase 1 (Homo …; Recombinant Scp1, phosphopeptide, malachite green phosphate absorbance; inhibition, % at 20 µM; hit rate 0.88% among 340,000;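 active = inhibition above about 50% at 20 µM, limit read from the data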;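 also: plate controls were DMSO wells with enzyme for no effect and wells lacking enzyme for full effect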
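Incubation: 45 min enzyme reaction at room temperature / System: truncated SCP-1 phosphatase (76-261aa) / Reagent: Phospho 17-mer peptide substrate / Buffer or medium: Acidic Tris acetate buffer with magnesium and detergent / Signal: absorbance at 630 nm / Doses: one concentration, 20 µM, with 1.0% DMSO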
Neddyl block: inhibitors of cullin neddylation, primary screen, biochemical, TR-FRET, uHTS, NAE and Ubc12. calls only at 25 µM. AID 651699, 2012. hit rate 0.58% among 360,000; in the data active = inhibition above about 36%
Target sequence (P61081 whole entry, looked up): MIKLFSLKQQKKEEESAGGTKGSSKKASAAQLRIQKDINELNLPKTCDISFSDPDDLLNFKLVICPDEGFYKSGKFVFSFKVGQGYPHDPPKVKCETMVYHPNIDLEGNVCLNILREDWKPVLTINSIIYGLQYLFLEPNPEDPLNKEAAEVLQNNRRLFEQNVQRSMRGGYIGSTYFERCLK
Target sequence (Q13564 whole entry, looked up): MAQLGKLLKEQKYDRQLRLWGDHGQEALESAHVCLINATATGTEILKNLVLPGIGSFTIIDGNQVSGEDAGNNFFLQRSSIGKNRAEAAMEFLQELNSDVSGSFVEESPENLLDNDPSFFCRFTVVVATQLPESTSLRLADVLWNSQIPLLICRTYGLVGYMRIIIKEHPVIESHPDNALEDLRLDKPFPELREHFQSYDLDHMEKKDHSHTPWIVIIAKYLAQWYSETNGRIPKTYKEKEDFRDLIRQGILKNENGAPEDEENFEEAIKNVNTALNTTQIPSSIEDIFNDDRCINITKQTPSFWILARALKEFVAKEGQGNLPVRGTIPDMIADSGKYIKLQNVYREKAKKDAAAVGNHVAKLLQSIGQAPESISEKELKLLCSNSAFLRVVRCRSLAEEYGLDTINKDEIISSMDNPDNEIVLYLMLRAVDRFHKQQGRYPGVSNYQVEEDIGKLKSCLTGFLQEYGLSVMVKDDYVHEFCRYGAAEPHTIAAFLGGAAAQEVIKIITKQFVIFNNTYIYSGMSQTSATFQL
NadD block: inhibitors of S. aureus NadD, primary screen, biochemical, colorimetric, uHTS. purified NadD enzyme, colorimetric absorbance read-out. inhibition, % at 20 µM. hit rate 0.78% among 360,000; in the data active = inhibition above about 26%; also: some compounds past the cut are filed as inactive
LMPTP inh: LMPTP phosphatase inhibitors, primary screen, biochemical, fluorescence intensity, uHTS | Low molecular weight phosphotyrosine protein phosphatase (Homo sapiens), P24666 | recombinant LMPTP-A, OMFP fluorogenic substrate | inhibition, % at 20 µM | hit rate 0.22% among 360,000;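 active = compounds that cut the enzyme signal by at least half of the control window in the single-dose screen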;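 also: plate controls were DMSO wells with enzyme plus substrate for no effect and substrate without enzyme for full effect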
Target sequence (P24666 whole entry, looked up): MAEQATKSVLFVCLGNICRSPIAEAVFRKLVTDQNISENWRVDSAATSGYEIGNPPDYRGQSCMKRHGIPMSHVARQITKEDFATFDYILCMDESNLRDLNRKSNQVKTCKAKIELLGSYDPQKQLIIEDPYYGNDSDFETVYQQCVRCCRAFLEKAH
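material = LMPTP-A | quantity = 0.625 nM enzyme | reagent = OMFP substrate, 400 µM final | buffer or medium = Bis-Tris pH 6.0, DTT, detergent | detection = endpoint fluorescence intensity from OMFP dephosphorylation | dosing = single 20 µM dose | read-out basis = % inhibition relative to no-enzyme and uninhibited control wells | control set = no-enzyme and uninhibited controls | timing = 50 min at room temperature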
DNMT1 block: human DNMT1 methyltransferase inhibitors, primary screen, biochemical, molecular beacon, fluorescence, HinP1I cleavage, uHTS; DNA (cytosine-5)-methyltransferase 1 (Homo sapiens), P26358; inhibition (reported as % activation of signal), % at 10 µM; hit rate 0.83% among 360,000; in the data active = inhibition above about 50%
* hit, by the source's call; i = inactive; nt = no result given; + = active, no number.

Results follow in this order: CendR NRP1 mod, SKN-1 block, STEP inh, TbMetRS inhib, SUMO1 PPI mod, Scp1 inh, Neddyl block, NadD block, LMPTP inh, DNMT1 block
Cc1cc(=O)n(C(C)Cc2ccccc2)n1C(C)Cc1ccccc1 (stereo unspecified)
    -2, 2, 1, -0.5, 3, 5, i, 9, 0.7, -3
N#CC1=C(N)N(c2ccc(F)cc2)C2=C(C1c1ccc(O)cc1)S(=O)(=O)CC2 (stereo unspecified)
    -185, 35*, -3, 0.7, 2, -4, i, 8, 1.9, -19
COc1cccc(NC(=O)c2cccc(N3C(=O)C4CCC(C)CC4C3=O)c2)c1 (stereo unspecified)
    12, 11, 2, -0.9, 7, -10, i, -7, 0.9, -3
CN(C(=O)CSc1ncnc2sc(-c3ccccc3)cc12)C1CCS(=O)(=O)C1 (stereo unspecified)
    1, 8, -1, -0.4, -20, -1, i, -5, -1.8, -2
CCC(C)(C)NC(=O)C(c1ccc(F)cc1)N(Cc1ccc(OC)cc1)C(=O)c1cnccn1 (stereo unspecified)
    -7, 6, 1, -1.2, 0, -11, i, -7, -1.1, -2
CCOc1ccc(OCC)c(NS(=O)(=O)c2ccc3c(c2)CCN3C(=O)C2CCC2)c1
    2, -3, -2, -0.4, -1, -3, i, -7, 1.4, 15
Cc1ccc(C)c(Nc2cc(C)nc3ccccc23)c1
    7, -10, -2, -0.2, 5, 1, i, -14, 26, 2
COc1ccc(C(=O)/C=C/Nc2ccc(S(N)(=O)=O)cc2)cc1OC
    9, -3, 2, 0.4, -21, 3, i, -2, 0.1, -1
Cc1c(NC(=O)Nc2cc(Cl)ccc2Cl)c(=O)n(-c2ccccc2)n1C
    14, -5, 1, -0.5, 3, 0, i, 1, 0.8, -2
CSCCC(NS(=O)(=O)c1ccc(Br)cc1)C(=O)OCC(=O)NC1CC1 (stereo unspecified)
    -14, -1, 2, -0.4, 0, -1, i, 0, -0.1, -1
CC1CC(C)(C)NC(=S)N1CC(=O)N1CCN(Cc2ccccc2)CC1 (stereo unspecified)
    -4, -8, 0, 0.3, -3, -3, i, 5, -0.7, 0
CCOc1ccc(C2=Nn3c(nnc3-c3ccccc3)SC2)cc1Cl
    0, 23, 2, -0.6, 0, 11, i, 6, -0.7, 23
CC(C)CCNc1nc2c(c(=O)n(Cc3cccc(F)c3)c(=O)n2C)n1C
    1, 12, 3, -0.7, 3, -12, i, -8, 0.6, -3
NC(=O)CN1CCN(C2CC(=O)N(CCc3ccccc3)C2=O)CC1 (stereo unspecified)
    5, 3, -4, -1.1, 2, 12, i, 6, -0.9, 0
Cc1csc(SCCn2c(Br)nc3c2c(=O)[nH]c(=O)n3C)n1
    14, 6, -1, -0.7, 3, -4, i, -6, 0.1, 0
CCN1CCN(C(=O)c2cc3c(s2)-c2ccccc2S(=O)(=O)C3)CC1
    3, 6, 1, -0.5, -21, -3, i, -8, -0.6, 2
COCCN1CC(C(=O)NCCc2nc(C)c(C)s2)CCC1=O (stereo unspecified)
    2, 12, -1, 0.0, -1, -8, i, -4, -0.9, 4
Cc1ncc(CN2CCN(Cc3ccc(F)cc3)C(CCO)C2)s1 (stereo unspecified)
    8, -4, -3, -0.2, -3, -3, i, -8, 0.8, 1
CC(=O)NCc1ccc(-c2csc(-c3cccs3)n2)cc1
    -5, 1, 0, -0.4, -33, -6, i, 1, -0.2, -1
CC(C)c1ccc(NC2CCCN(C(=O)CCN3CCCO3)C2)cc1 (stereo unspecified)
    6, 8, -2, 0.0, -5, -5, i, 2, -0.9, -2
CCN1C(=S)SC(=O)C1=C1C=C(C)OC(C)=C1
    55, 44*, -3, 0.6, -11, 8, i, -3, 2.6, 4
COCCOC(=O)c1c(C)oc2ccc(OC(=O)c3c(OC)cccc3OC)cc12
    4, -11, -2, -0.1, 1, -13, i, -2, 1.3, -2
CCOc1ccc(CCNC(=O)c2cc(C)nc3ccccc23)cc1OCC
    4, -5, 2, 0.0, -2, -6, i, 1, 0.6, -5
COc1ncnc2c1ncn2CCCNCc1ccco1
    5, 4, -1, 0.1, 1, nt, i, 7, -0.3, 2
C/C(=N\NC(=O)c1cccc(S(=O)(=O)N2CCOCC2)c1)c1ccc(C)cc1
    -6, -24, -4, -0.1, 5, -10, i, 3, -0.4, 1
O=[N+]([O-])c1cccc(NC2=NCCC2)c1
    12, -11, 2, -0.4, -12, 7, i, 1, -2.3, 3
CCOC(=O)N1CCC(NC(=O)C2CCN(C(=O)N3CC(C)Oc4ccc(C)cc43)CC2)CC1 (stereo unspecified)
    9, -16, 0, -1.1, 2, 0, i, 8, -0.7, -1
CC(=O)OC1CCC(OC(C)=O)c2c1n([O-])c(C)c(C)[n+]2=O (stereo unspecified)
    -2, 8, -1, -0.4, -1, -6, i, -3, 0.4, -1
CC(C#N)(Nc1ccc(Cl)cc1)c1cccnc1 (stereo unspecified)
    18, -9, -2, -0.5, 2, -5, i, -4, -2.3, 9
CCc1cccc(C)c1NC(=S)NCc1cccn1C
    -2, -2, -2, -0.3, 4, -1, i, 8, -1.5, -7
C[C@@H](C(=O)N[C@@H](Cc1c[nH]c2ccccc12)C(=O)O)n1nnc2ccccc2c1=O
    4, 6, 1, 0.5, 3, -11, i, -5, -0.8, 1
COc1ccc(/C(C)=N/NC(=O)c2ccc(CSc3cccc4cccnc34)cc2)cc1OC
    -9, 4, 2, 0.4, -15, -6, +, 9, 1.6, -6
COCCNC(=O)C1CCCN(C(=O)COc2ccc(Cl)cc2Cl)CC1 (stereo unspecified)
    3, 4, -1, -0.2, 3, nt, i, 2, -1.2, 6
O=c1[nH]c(=O)n(C(c2ccccc2)(c2ccccc2)c2ccccc2)cc1N(CCO)CCO
    -5, 11, -2, -0.5, -4, 2, i, 1, 0.7, 3
COc1cc(/C=C/C(=O)OCC(=O)N2CCC(C)CC2)ccc1O
    3, 6, 2, -0.4, 13, -2, i, -4, -0.4, 3
COC(=O)[C@]1(C)CCC[C@@]2(C)C3CC[C@@]4(C)C[C@]3(CCC21)CC(=O)N4C (stereo partly specified)
    13, -4, -3, -0.5, 4, -1, i, 3, -2.0, 1
O=C(NCc1ccc(Cl)cc1)c1ccccc1Oc1ccccc1
    -7, 22, -12, -0.1, 4, -15, i, -8, 2.5, 1
CCn1cc(Cl)c(C(=O)Nc2ccc3c(c2)OCCO3)n1
    2, 2, 2, -0.1, 1, -6, i, 2, 0.6, 0
Cc1cc(N)ccc1NC(=O)CN1CCOCC1
    16, 20, 0, 0.0, -4, -2, i, 0, -2.0, -2
C=CCNc1nc(C2(C)CC3(CC(C)(C)OC3=O)C(=O)O2)cs1 (stereo unspecified)
    -15, -14, -3, -0.7, -1, -12, i, -5, -0.6, 5
O=S1(=O)CC(N2CCN(CC3CC3)CC2)CN1C1CCCC1 (stereo unspecified)
    12, 9, -1, -1.0, -1, nt, i, -9, -2.7, 7
N#CCSc1nc2sccc2c(=O)n1-c1ccccc1
    -14, 1, -3, -0.2, -3, -3, i, 1, 1.6, -7

Of the compounds above, these have an aryl methoxy group.
Results follow in this order: CendR NRP1 mod, SKN-1 block, STEP inh, TbMetRS inhib, SUMO1 PPI mod, Scp1 inh, Neddyl block, NadD block, LMPTP inh, DNMT1 block
COc1cccc(NC(=O)c2cccc(N3C(=O)C4CCC(C)CC4C3=O)c2)c1 (stereo unspecified)
    12, 11, 2, -0.9, 7, -10, i, -7, 0.9, -3
CCC(C)(C)NC(=O)C(c1ccc(F)cc1)N(Cc1ccc(OC)cc1)C(=O)c1cnccn1 (stereo unspecified)
    -7, 6, 1, -1.2, 0, -11, i, -7, -1.1, -2
COc1ccc(C(=O)/C=C/Nc2ccc(S(N)(=O)=O)cc2)cc1OC
    9, -3, 2, 0.4, -21, 3, i, -2, 0.1, -1
COCCOC(=O)c1c(C)oc2ccc(OC(=O)c3c(OC)cccc3OC)cc12
    4, -11, -2, -0.1, 1, -13, i, -2, 1.3, -2
COc1ncnc2c1ncn2CCCNCc1ccco1
    5, 4, -1, 0.1, 1, nt, i, 7, -0.3, 2
COc1ccc(/C(C)=N/NC(=O)c2ccc(CSc3cccc4cccnc34)cc2)cc1OC
    -9, 4, 2, 0.4, -15, -6, +, 9, 1.6, -6
COc1cc(/C=C/C(=O)OCC(=O)N2CCC(C)CC2)ccc1O
    3, 6, 2, -0.4, 13, -2, i, -4, -0.4, 3

Screening results (PubChem BioAssay)
